Compound activity (PubChem)
TROY signal inh: inhibitors of TROY-driven NF-kB signaling, primary screen, Q293 LMP1-TROYcd cells, NF-kB luciferase, uHTS; 360,000 compounds, 0.98% hits; AID 1347056, 2019; Q293 LMP1-TROYcd NF-kB luciferase reporter, 4 h; inhibition, % at 10 µM;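 active = compounds whose plate-normalised and pattern-corrected inhibition of the luciferase reporter signal at the single screening dose is 50% or more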
KKLEB tox: cytotoxicity in KKLEB CF airway cells, primary screen, cytotoxicity control for CF NF-kB inhibitor project, cell-based, uHTS, fluorescence assay plates; KKLEB CF airway cells viability, ATPlite luminescence, overnight; hits give low values; cells stimulated with P. aeruginosa culture filtrate; activity change (cytotoxicity), % at 5 µM; 360,000 compounds, 0.36% hits;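 active = corrected activity change at or below -50% at 5 µM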
LMP1 NFkB inh: EBV LMP1-driven NF-kappaB luciferase reporter inhibitors, primary screen, cell-based, luminescence, single point; LMP1-induced NF-kappaB luciferase reporter cells; inhibition, % at 12.5 µM; 350,000 compounds, 0.69% hits; in the data active = inhibition above about 41%; inconclusive = no clear call, values can overlap the other calls;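 also: 0% = neutral control wells and 100% = reference inhibitor control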
CF NFkB block: inhibitors of PAF-induced NF-kB signaling, primary screen, cell-based, GFP fluorescence, uHTS; KKLEB NF-kB-GFP reporter, GFP fluorescence overnight; inhibition, % at 5 µM; 360,000 compounds, 0.86% hits; AID 588850, 2011;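 active = at least 50% inhibition at 5 µM, scaled per plate between neutral and stimulator controls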;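 also: PAF is a Pseudomonas aeruginosa culture filtrate used as stimulus; plate controls were PAF-stimulated DMSO wells for no effect and unstimulated DMSO wells for full effect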
TWEAK Fn14 block: inhibitors of TWEAK-Fn14 signaling, primary screen, luciferase reporter cells, uHTS; TWEAK-stimulated Fn14 reporter cells, luciferase luminescence, 8 h; inhibition, % at 10 µM; 360,000 compounds, 2% hits; in the data active = inhibition above about 50%
Shn3 inh set2: reduction of Shn3 3'UTR firefly luciferase signal, primary screen, Schnurri-3 inhibitor project, cell-based, Clone20 osteoblasts, set 2 | Clone20 osteoblast Shn3 3'UTR firefly luciferase, 24 h | inhibition, % at 12.5 µM | 360,000 compounds, 0.52% hits | AID 588674, 2011;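 active = mean inhibition of at least 75% with every replicate also reaching 75%; inconclusive = mean inhibition at least 75% but some replicate below; inactive = mean inhibition below 75%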;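 also: 0% = median of neutral control wells and 100% = pilot-screen positive control compound; some compounds past the cut are filed as inactive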
NR2F2 inh: NR2F2 transcriptional activity inhibitors, primary screen, cell-based, luciferase reporter, HEK293T, luminescence; inhibition, % at 8.6 µM; 370,000 compounds, 0.7% hits; AID 686940, 2013; HEK293T NGFI-A luciferase reporter; COUP transcription factor 2 (Homo sapiens), P24468;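 active = inhibition above a per-plate cutoff, mean inhibition of test wells between control levels plus 3 SD, cut at about 38% in these data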;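 also: cells cotransfected with COUP-TFII expression vector driving the NGFI-A reporter; 0% = median of COUP-TF2 test wells and 100% = reporter-only cells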
Target sequence (P24468 whole entry, looked up): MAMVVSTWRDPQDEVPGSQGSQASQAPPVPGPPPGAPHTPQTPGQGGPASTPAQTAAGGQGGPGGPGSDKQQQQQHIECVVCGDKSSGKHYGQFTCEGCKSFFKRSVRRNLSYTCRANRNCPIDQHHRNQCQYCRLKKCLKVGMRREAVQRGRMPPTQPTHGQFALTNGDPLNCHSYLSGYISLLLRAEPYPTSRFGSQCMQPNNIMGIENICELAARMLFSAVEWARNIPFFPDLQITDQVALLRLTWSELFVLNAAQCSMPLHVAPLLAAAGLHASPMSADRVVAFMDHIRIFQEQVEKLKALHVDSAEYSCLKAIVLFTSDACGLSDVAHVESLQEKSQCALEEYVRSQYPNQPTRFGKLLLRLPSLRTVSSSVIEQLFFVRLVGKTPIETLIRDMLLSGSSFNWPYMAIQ
NCOA1 inh: SRC1 coactivator transcriptional activity inhibitors, primary screen, cell-based, luminescence | Nuclear receptor coactivator 1 (Homo sapiens), Q15788 | HEK293 GAL4-SRC1 luciferase reporter | inhibition, % at 3.6 µM | 360,000 compounds, 0.12% hits | AID 588354, 2011;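 active = inhibition above the campaign mean plus 3 SD, with each screening campaign given its own cutoff, cut at about 60% in these data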;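 also: 0% = DMSO treated cells and 100% = gossypol at 36 µM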
NCOA3 inh: SRC3 coactivator transcriptional activity inhibitors, primary screen, cell-based, luminescence; Nuclear receptor coactivator 3 (Homo sapiens), Q9Y6Q9; HEK293 GAL4-SRC3 luciferase reporter; inhibition, % at 3.6 µM; 360,000 compounds, 0.17% hits; AID 588352, 2011;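 active = inhibition above a per-campaign cutoff, the mean of all compounds plus 3 SD, cut at about 60% in these data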;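 also: 0% = DMSO-treated cells and 100% = gossypol-treated cells at 36 µM; higher means less SRC3-driven luciferase light from the GAL4 reporter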
C8 TRAIL sens: viability loss with TRAIL in NB7+C8 cells, primary screen, TRAIL sensitizer project, cell-based, ATPlite luminescence | 360,000 compounds, 1% hits | inhibition (viability loss, TRAIL sensitization), % at 10 µM;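 active = compounds causing at least 50% loss of cell viability in the single-dose screen, relative to plate controls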
NR5A2 inv ag: LRH-1 (NR5A2) inverse agonists, primary screen, cell-based, luminescence, HEK293T, StAR-luciferase reporter. Nuclear receptor subfamily 5 group A member 2 (Homo sapiens), O00482. LRH-1 transfected, 24 h. inhibition, % at 3.6 µM. 360,000 compounds, 0.13% hits. AID 602396, 2012;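 active = inhibition above the mean inhibition of all tested compounds plus 3 SD, cut at about 73% in these data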;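 also: 0% = DMSO wells and 100% = reporter-only cells lacking LRH-1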
Target sequence (O00482 whole entry, looked up): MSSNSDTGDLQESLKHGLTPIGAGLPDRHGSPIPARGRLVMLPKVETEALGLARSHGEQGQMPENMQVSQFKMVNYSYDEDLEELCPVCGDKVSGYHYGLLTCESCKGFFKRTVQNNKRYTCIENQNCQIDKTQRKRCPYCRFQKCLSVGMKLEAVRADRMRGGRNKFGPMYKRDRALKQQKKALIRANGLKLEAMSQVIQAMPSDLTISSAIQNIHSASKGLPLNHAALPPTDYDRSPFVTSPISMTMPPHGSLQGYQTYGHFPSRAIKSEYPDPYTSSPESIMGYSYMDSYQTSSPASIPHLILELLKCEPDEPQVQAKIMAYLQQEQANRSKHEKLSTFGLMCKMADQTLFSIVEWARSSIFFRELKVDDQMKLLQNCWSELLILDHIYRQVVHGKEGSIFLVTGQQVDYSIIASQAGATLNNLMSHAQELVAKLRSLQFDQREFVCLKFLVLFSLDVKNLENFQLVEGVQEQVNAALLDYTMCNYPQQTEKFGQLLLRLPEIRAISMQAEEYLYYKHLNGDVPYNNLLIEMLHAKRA
The depositor's hits bear a star; u = inconclusive; x = no result given. An excerpt (hit frequency here may not be typical).

SMILES,Shn3 inh set2,TWEAK Fn14 block,C8 TRAIL sens,KKLEB tox,CF NFkB block,TROY signal inh,NCOA1 inh,LMP1 NFkB inh,NCOA3 inh,NR5A2 inv ag,NR2F2 inh
Clc1ccccc1-c1nnc2n1-c1ccccc1SC2,7,-9,-2,16,-10,1,15,2,23,-5,-4
Cc1cccc(C(=O)NC(=S)NNC(=O)c2ccccc2Cl)c1,-13,-16,10,6,-5,-18,-11,5,-10,-9,0
O=C1Nc2ccc(Br)cc2C1(O)c1ccc(F)cc1 (stereo not drawn),-5,7,16,-2,5,-10,9,9,5,4,15
Cc1ccc(N2CC(C(=O)NCCN3CCOCC3)CC2=O)cc1 (stereo not drawn),5,-3,3,0,2,4,-14,-3,5,-15,-12
CCCOc1ccc(C(=O)NCC(c2cccs2)N(C)C)cc1 (stereo not drawn),-20,20,-2,8,-2,-31,-12,0,-48,-6,3
CCOCCn1c(=NC(=O)CSCC(=O)Nc2cc(C)on2)sc2cc(OC)ccc21,7,-10,-12,-1,13,7,-4,5,18,4,-4
Cc1ccc(-c2nc3ncccc3o2)cc1NC(=O)COc1ccccc1,15,-10,-2,2,14,2,-11,-8,13,-6,5
O=C1NC(=O)/C(=C/c2ccc(-c3cccc([N+](=O)[O-])c3)o2)S1,-5,-47,-15,-10,-113,-23,15,18,-1,-4,-19
Cc1ccccc1C(=O)Nc1nnc(-c2ccco2)o1,-41,-5,-4,-8,-11,-34,-50,-6,-48,-67,-35
CCS(=O)(=O)c1c(S(=O)(=O)CC)c2ccccn2c1C(N)=O,4,12,-1,10,-8,-24,1,5,14,1,-5
Cc1ccccc1-n1c(SCC(=O)Nc2c(C)cccc2C)nc(O)cc1=O,8,7,6,5,-4,-7,-37,1,-2,0,5
CCc1cc(C(=O)OC)c(NC(=O)CC2NCCNC2=O)s1 (stereo not drawn),3,3,-1,18,-26,-2,17,5,-7,8,1
O=C(COC(=O)C12CC3CC(CC(Br)(C3)C1)C2)NNC(=O)c1ccccc1,-14,-1,10,-43,-5,-22,-6,-5,13,18,-20
O=C1c2ccccc2C(=O)N1c1ccccc1,-19,0,-9,6,-5,-12,2,4,3,-47,-3
COc1ccc2c(c1)C(=O)[C@@H](O)[C@H](c1ccc(OC)c(Br)c1)O2,27,-38,20,4,18,-44,-10,-12,-45,-76,x
Brc1ccc(-c2nnc(-c3cccnc3)o2)cc1,-32,-19,9,7,-25,-71,-77,-13,-28,-71,-22
COC(=O)[C@@H](NC(=O)c1ccc2c(c1)S(=O)(=O)c1ccccc1C2=O)C(C)C,5,4,4,-20,7,8,13,1,-14,16,-13
O=S1(=O)CCN2C(=N1)SC1=C2CCN(Cc2ccccc2)C1,-1,-1,-8,-3,-8,-6,0,8,11,2,11
CCc1c(C)c2ccc(OCC(=O)NCC3CCC(C(=O)O)CC3)c(C)c2oc1=O (stereo not drawn),-7,5,-6,2,-1,-4,-62,-2,-32,-3,-4
COC(=O)c1sccc1NC(=O)/C=C/c1c(Cl)cccc1Cl,-42,-38,-4,-21,9,-56,1,-5,6,-9,2
COc1ccc([C@H](OC)[C@@]2(Cc3ccc(O)cc3)N=C(N)N(C)C2=O)cc1,3,-12,-2,-6,11,-8,-8,-7,3,-1,-5
Cc1oc(-c2ccc(Cl)cc2)nc1CN1CCC(C(=O)NCCCN2CCOCC2)CC1,0,22,-3,-7,15,-2,14,-12,13,21,-6
COc1cc(NS(=O)(=O)c2ccc(NC(=S)NC(=O)CC(C)C)cc2)nc(OC)n1,2,-2,0,-5,-7,-2,-5,6,-8,3,-14
CN(Cc1ccccc1)C(=O)COC(=O)c1cc(S(=O)(=O)N(C)C)ccc1N1CCCC1,1,-7,-9,-24,40,-8,5,4,-6,-4,-39
CCCOc1ccc(N2CC(C(=O)Nc3ccccn3)CC2=O)cc1 (stereo not drawn),-3,2,12,-2,-4,-7,-4,-2,-7,4,-1
CCN(CC)S(=O)(=O)c1ccc(N2CCCC2)c(C(=O)OCC(=O)N2CCCC2)c1,8,1,-2,-4,7,11,-19,2,10,0,-12
CCOC(=O)c1cn(-c2c(Cl)cccc2Cl)c2cc(Cl)c([N+](=O)[O-])cc2c1=O,15,36,0,-8,-2,-14,-8,-10,8,8,11
CCOC(=O)c1sc(-c2ccc(C(F)(F)F)cc2)nc1O,-6,-17,7,11,6,-19,-1,-23,-6,7,3
COc1cccc(C2CC(c3cccs3)=NN2C(=O)CSc2nc3ccccc3o2)c1OC (stereo not drawn),15,5,-6,4,12,-5,-11,16,15,4,2
Cc1ccc(NS(=O)(=O)c2cc(C(=O)N(C)C3CCN(C)CC3)ccc2Cl)cc1Cl,3,-8,3,-11,-5,0,-3,-4,-6,10,-5
CCOC(=O)c1[nH]c2ccccc2c1NC(=O)NC(C)C,4,6,-14,0,-5,2,-28,4,3,16,1
O=S(=O)(N1CCCCC1)N1CCNCC1,1,-8,-14,-6,5,-21,-1,0,-35,-18,0
CC(=O)C[C@@H](O)CC(=O)[C@@H]1OC(=O)CCCCCCCCc2ccccc21,4,7,-2,27,-28,-39,-12,-4,-20,-20,0
CC1C(=O)Nc2ccccc2N1C(=O)c1ccc(F)cc1 (stereo not drawn),6,16,-28,0,0,-6,-3,-3,-22,-3,12
CCCC(=O)NC(c1ccc(Cl)cc1)c1ccc2cccnc2c1O (stereo not drawn),85,1,15,0,-27,17,48,u,48,77*,14
Cn1cc(C(=O)c2ccc(Cl)cc2Cl)cc1C(=O)N/N=C(\N)COc1cccc(C(F)(F)F)c1,9,7,20,-6,-1,31,5,-2,4,-9,4
CCCCOCC(O)Cn1c(C)nc2ccccc21 (stereo not drawn),-5,-3,13,-2,-13,-8,-1,3,12,16,6
COc1cc(OC)c2c(-c3cccc(-c4ccc(N(C)C)cc4)c3)cc(=O)oc2c1,31,52*,8,5,33,44,-21,14,13,27,-75
COc1cc(OC)cc(C(=O)O/N=C(\N)c2ccccn2)c1,-170,-12,31,9,-4,-69,-77,x,-73,-74,-48
CSc1nnc2c(=O)[nH]c(=O)n(C)c2n1,79,0,2,-5,-12,-12,9,-1,5,7,8
CCOc1ccc(NC(=O)CSc2nccn(-c3ccc4c(c3)OCCO4)c2=O)cc1,-25,-12,-4,5,18,0,18,2,4,44,-13
Fc1ccccc1Cc1noc(CN2CCN(Cc3ccc4c(c3)OCO4)CC2)n1,2,-23,-1,-10,-10,-2,11,-1,10,20,-11
Cc1cccc(-c2cc3nc(C)cc(C)n3n2)c1,-86,-25,7,10,-19,-15,-75,-35,-83,-114,-27
CCOc1ccc(-c2noc(CCCC(=O)NC3CCCC3)n2)cc1OC,5,-10,7,0,-7,19,-11,3,5,9,10
O=C(NC1CCCC1)C(c1ccccc1)N(Cc1ccccc1)C(=O)c1csnn1 (stereo not drawn),-1,6,5,-11,12,6,-9,-3,-19,-3,-14
O=C(COc1ccc(Br)cc1)N(Cc1nnc(-c2ccccc2Cl)o1)C1CC1,28,4,-6,-4,-22,6,-6,-2,16,8,11
COc1cc(-c2nnc(Sc3ccc(C(F)(F)F)cc3[N+](=O)[O-])o2)cc(OC)c1OC,2,31,11,-6,0,25,-3,-4,7,-7,-5
Cc1nc2c(-c3ccccc3)c(C)nn2c(C)c1CCC(=O)O,10,4,6,-6,-16,-14,-14,0,-19,-1,-12
COc1ccccc1NC(=O)CSc1n[nH]c(-c2ccco2)n1,-9,0,2,6,0,6,0,4,-2,-12,-6
COc1ccccc1NS(=O)(=O)c1cc(NC(=O)Nc2ccccc2)ccc1N1CCCCC1,20,25,1,31,36,-6,-1,-28,1,-5,-5
O=C(NCCCN1CCCC1=O)c1cc(=O)c2ccccc2o1,-20,5,-5,3,1,x,-5,1,-6,0,5
CCCc1cc(=O)[nH]c(SCCc2ccccc2)n1,-23,-21,-17,-16,24,-44,-19,1,0,-32,-8
CCN(Cc1ccccc1)C(=O)C1CCN(Cc2ccc(OC)c(OC)c2OC)CC1,39,3,-15,4,-7,19,8,2,10,-1,14
O=C(Nc1ccccc1)N1CCN(Cc2ccc3c(c2)OCO3)CC1,-16,-8,-10,15,-16,-19,3,2,-5,19,-4
Cc1ccc(C(=O)NCC(=O)OCc2nnc(-c3ccc([N+](=O)[O-])cc3)o2)cc1,-7,-4,6,12,-31,-5,-16,-9,-19,7,4
O=C(CN(C(=O)CCC(=O)Nc1nccs1)c1cccc(F)c1)NCc1ccc2c(c1)OCO2,9,3,6,4,-8,3,-3,-3,5,3,-5

Continuation.
SMILES,Shn3 inh set2,TWEAK Fn14 block,C8 TRAIL sens,KKLEB tox,CF NFkB block,TROY signal inh,NCOA1 inh,LMP1 NFkB inh,NCOA3 inh,NR5A2 inv ag,NR2F2 inh
CCOC(=O)c1ccc(NC(=O)CSc2nnnn2CCCO)cc1,-27,23,-7,-8,3,9,-14,-2,12,4,9
CCOC(=O)C1CCCN(c2ncnc3c2oc2ccccc23)C1 (stereo not drawn),22,3,-4,-8,9,12,-18,-7,-64,-17,-22
S=c1[nH]nc(-c2ccco2)n1/N=C/c1cccc(Cl)c1,-6,-6,-6,4,14,-1,-16,5,11,-12,-6
O=C(Cc1cccs1)Nc1cccc(-c2nnc(-c3ccco3)o2)c1,-37,-24,-7,-8,-24,-28,-10,-1,-38,-7,2
COc1ccc(C)cc1NC(=O)NCc1ccccn1,5,-14,-4,-2,2,-26,-96,1,7,-7,7
CC(OC(=O)/C=C/c1ccc2ccccc2n1)C(=O)N(C)c1ccccc1 (stereo not drawn),-65,27,19,-34,22,13,-17,3,-13,-15,-6
O=S(=O)(Cc1cc(NCc2ccccc2)nc(-c2ccccn2)n1)c1ccccc1,43,8,-12,16,-7,-26,-6,-3,16,13,-2
Cc1onc(-c2ccccc2Cl)c1C(=O)NCc1nc(-c2ccc(C(F)(F)F)cc2)no1,11,28,-8,0,-10,21,15,8,22,12,21
